Compound activity as filed in PubChem.
SNCA expr inhib: reduces expression of the alpha-synuclein gene; HEK-293 SNCA-luciferase knock-in, luminescence, 24 h; AID 1671194; Potency, µM (doses to about 57.2 µM), without a hit: at the highest dose activity change, negative = inhibition, actives largely listed as inhibitors; 140,000 tested, 0.17% active;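 note: potency is the fitted concentration of half-maximal effect; plate controls were DMSO cells for no effect and cell-free wells for full effect; nearly all actives have a fitted effect of over 45% in size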
HEK293 tox: kills HEK 293 cells; HEK 293 viability, ATP luminescence (CellTiter-Glo), 48-72 h; Potency, µM (highest dose often 115 µM), for the others: at the highest dose activity change, negative = cytotoxicity, hits mostly inhibitors; 94,000 tested, 6.6% active; AID 1345083; note: potency is the fitted concentration of half-maximal effect; nearly all actives have a fitted effect of over 60% in size
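ATP-coupled CellTiter-Glo luminescence served as viability read-out, recorded 10 min after reagent addition at room temperature. HEK 293 cells, 250 cells/well, had been incubated with pintool-transferred compound for 48 or 72 hr at 37 degree Celsius.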
Luciferase inh: Photinus pyralis luciferase inhibition | P08659 | purified P. pyralis luciferase, luminescence, biochemical | Potency, µM (highest dose often 115 µM), without a hit: at the top dose activity change, negative = inhibition, hits mostly inhibitors | 76,000 tested, 2.5% active; note: potency is the fitted concentration of half-maximal effect; nearly all actives have a fitted effect of over 65% in size
Target sequence (P08659 whole entry, looked up): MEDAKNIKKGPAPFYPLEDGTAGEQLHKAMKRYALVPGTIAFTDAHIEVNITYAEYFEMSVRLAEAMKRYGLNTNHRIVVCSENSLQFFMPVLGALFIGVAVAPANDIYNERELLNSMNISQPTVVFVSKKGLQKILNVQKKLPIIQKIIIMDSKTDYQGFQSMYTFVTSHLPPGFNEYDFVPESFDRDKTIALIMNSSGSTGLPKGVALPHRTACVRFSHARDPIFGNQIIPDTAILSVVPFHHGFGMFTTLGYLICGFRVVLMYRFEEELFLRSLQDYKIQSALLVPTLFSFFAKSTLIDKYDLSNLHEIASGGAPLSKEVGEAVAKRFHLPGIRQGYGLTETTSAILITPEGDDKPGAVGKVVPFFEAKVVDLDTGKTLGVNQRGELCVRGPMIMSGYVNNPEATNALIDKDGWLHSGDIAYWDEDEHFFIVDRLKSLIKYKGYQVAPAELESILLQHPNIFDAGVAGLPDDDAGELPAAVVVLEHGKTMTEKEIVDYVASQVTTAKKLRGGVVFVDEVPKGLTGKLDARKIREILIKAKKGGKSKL
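Purified P. pyralis luciferase (10nM final) in 50mM Tris acetate pH 7.5, 10mM Mg acetate, 0.01% Tween-20, 0.05% BSA with 10uM D-luciferin and 10uM ATP. Compounds titrated qHTS. Luminescence imaged on CCD.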
NIH3T3 tox: NIH 3T3 cell cytotoxicity; 94,000 tested, 4.3% active; Potency, µM (top dose mostly 96.7 µM), inactives show at the highest dose activity change, negative = cytotoxicity, most hits filed as inhibitors; NIH 3T3 viability, CellTiter-Glo ATP luminescence, 48-72 h; AID 1345082; note: potency is the fitted concentration of half-maximal effect; nearly all actives have a fitted effect of over 55% in size
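Mouse fibroblast NIH 3T3 cells, 400 per well, received compound via pintool and were incubated for 48 or 72 hr prior to CellTiter-Glo ATP luminescence measurement.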
HEK293 viab: cell viability loss counter-screen; HEK-293-SNCA-luc viability, GF-AFC fluorescence, 24 h; 150,000 tested, 0.12% active; Potency, µM (top dose mostly 57.1 µM), inactives show top-dose activity change, negative = cytotoxicity, usual class: cytotoxic; AID 1671193;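 note: potency is the fitted concentration of half-maximal effect; 0% = DMSO-treated cells and -100% = medium-only wells without cells; nearly all actives have a fitted effect of over 30% in size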
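Cytotoxicity counterscreen: after 24 h compound treatment of genome-edited SNCA-luciferase HEK-293 cells, live-cell protease substrate GF-AFC read by fluorescence after 30 min; activity scaled between DMSO (0%) and medium-only (-100%), curves Hill-fitted.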
IP6K1 inh: inhibitors of human IP6K1. 140,000 tested, 0.81% active. activity change, % (series mostly up to about 58 µM). AID 1645851. IP6K1 kinase, ADP-Glo luminescence, 2 h; hits give low values. Q92551; in the data active = activity change below about -25%
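ADP-Glo luminescence measures ADP made by human IP6K1 during a 2 h RT reaction with ATP/IP6 (mix at 1.3 mM/130 uM); top library doses 57.5 and 19.1 uM final.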
GPT2 inhibitor: GPT2 alanine aminotransferase inhibition; Potency, µM (titrated, usually from 57.7 µM), without a hit: top-dose activity change, negative = inhibition, actives largely listed as inhibitors; Recombinant GPT2, coupled pyruvate oxidase/HRP Amplex Red fluorescence; 100,000 tested, 0.25% active; note: potency is the fitted concentration of half-maximal effect; nearly all actives have a fitted effect of over 60% in size; many of its hits are not listed in these tables
Target sequence (Q8TD30 whole entry, looked up): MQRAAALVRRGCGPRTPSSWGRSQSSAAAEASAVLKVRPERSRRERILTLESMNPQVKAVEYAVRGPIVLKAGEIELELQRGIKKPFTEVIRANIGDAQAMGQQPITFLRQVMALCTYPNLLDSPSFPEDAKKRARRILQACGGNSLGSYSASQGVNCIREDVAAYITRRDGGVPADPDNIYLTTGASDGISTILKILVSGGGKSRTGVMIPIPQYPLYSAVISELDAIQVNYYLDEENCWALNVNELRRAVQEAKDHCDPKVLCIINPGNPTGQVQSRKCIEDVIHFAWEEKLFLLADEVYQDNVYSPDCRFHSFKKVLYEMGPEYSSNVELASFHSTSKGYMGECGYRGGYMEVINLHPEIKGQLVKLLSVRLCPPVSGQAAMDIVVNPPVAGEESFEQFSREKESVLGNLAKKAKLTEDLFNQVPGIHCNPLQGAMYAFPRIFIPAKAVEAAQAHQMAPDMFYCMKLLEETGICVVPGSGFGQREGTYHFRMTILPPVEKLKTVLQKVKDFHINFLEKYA
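Recombinant GPT2 (10ng/uL) with 250uM a-KG and 2mM L-alanine, 30 min at room temperature, in HEPES pH 7.5 buffer. Pyruvate detected by pyruvate oxidase/HRP/Amplex Red fluorescence after 30 min in the dark; AOA (50uM) as positive control.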
An asterisk follows results filed as active; i = inactive; ? = inconclusive; nt = not tested or not shown; [ ] = dose if it differs, or a comment. Unless noted, calls come from the whole dose curve; as a rule, active = well fitted curve in the direction sought with a large enough effect; inconclusive = small, poorly fitted or top-dose-only effect, or another doubt; inactive = no such curve, though single readings can be large; an effect the other way counts as inactive or inconclusive. Unless noted, % is set by controls: 0 for no effect and ±100 for the full control effect. Some of the compounds tested (hit frequency here may not be typical).

SMILES	SNCA expr inhib	HEK293 tox	Luciferase inh	NIH3T3 tox	HEK293 viab	IP6K1 inh	GPT2 inhibitor
CN1C(=O)c2cccn2CC1C(=O)Nc1ccc(N2CCOCC2)cc1 (stereo not drawn)	-10%	-3%	-2%	-12%	7%	-3	i
Cc1ccc(Cn2ccnc2SCC(=O)Nc2nc3ccccc3s2)cc1	23%	nt	nt	nt	0%	-22	nt
COc1ccc(-c2noc([C@@H]3CCCN3C(=O)c3ccc(OC)cc3C)n2)cc1	55%[activator]	?	-6%	?	-11%	4	i
CCc1ccc(NC(=O)c2cc(C(C)=O)n3ccccc23)cc1	159%[activator]	nt	nt	nt	-8%	-2	nt
COc1ccc(NC(=O)N(C)CC2CCOCC2)cc1Cl	-8%	4%	-5%	i	4%	13	-6%
Cc1cn2nnc(C(=O)NCc3ccc(C(C)C)cc3)c2c(=O)[nH]1	-15%	?	0%	?	-7%	8	i
OC[C@H]1O[C@@H](OCCc2ccc(O)cc2)[C@H](O[C@@H]2OC[C@](O)(CO)[C@H]2O)[C@@H](O)[C@@H]1O	nt	nt	nt	nt	4%[23.9 µM]	12	i
Cc1c(Cl)cccc1N1CCn2c1nc1c2c(=O)n(CC(=O)O)c(=O)n1C	18%	nt	nt	nt	-11%	9	nt
COc1ccc(CN2CCC(CO)(CCCc3ccccc3)CC2)c(Cl)c1OC	10%	?	1%	?	-8%	8	-3%
COc1cccc(CC(=O)N2CCC(c3n[nH]c(=O)n3-c3ccc(C)cc3)CC2)c1	5%	0%	0%	10µM*	0%	2	i
O=C1N[C@@H]2CCN(C(=O)c3cccnc3)[C@@H]2C(=O)N1c1ccc(Oc2ccccc2)cc1	2%[87.6 µM]	1%[172 µM]	2%[172 µM]	i	2%[87.6 µM]	2	-9%[88.5 µM]
COC(=O)c1ccc2c(=O)n(CCCCCC(=O)NCCc3ccccc3)c(=O)[nH]c2c1	57%[activator]	nt	nt	nt	-20%	20	nt
O=C(NCCCc1nc2ccccc2n1Cc1cccc(Cl)c1)c1ccco1	24%	nt	nt	nt	-11%	7	nt
O=C1CCN(Cc2cccc(F)c2)CCCOCCN1	-26%	i	-2%	-3%	-2%	-3	3%
C#CCNC(=O)C1CCc2nnc(C3CCN(C(=O)c4ccccc4)CC3)n21 (stereo not drawn)	-5%	i	nt	i	-2%	-11	i
CCOc1cccc(C(=O)N(Cc2ccc(F)cc2)Cc2ccco2)c1	i	nt	nt	nt	?	20	nt
Cc1ccc(OCCC2CCN(C(=O)c3ccsc3)C2)cc1 (stereo not drawn)	8%	?	3%	?	2%	23	-4%
O=C(C1CC1)N1CCC(c2nn(Cc3ccccc3)c(=O)[nH]2)CC1	0%[87.6 µM]	-1%[172 µM]	1%[172 µM]	3%[138 µM]	-3%[87.6 µM]	-7	4%[88.5 µM]
Cc1cc(C(=O)N2CCCC(CCc3c(F)cccc3F)C2)c(=O)n(C)c1C (stereo not drawn)	3%	?	2%	?	-21%	18	-23%
CCOc1ccc(C2=NC(c3ccncc3)=Nc3ccc(C)cc3N2)cc1OCC	-6%	nt	nt	nt	-16%	16	nt
O=C(COc1cccc(-c2nnc3n2CCCC3)c1)Nc1ccc(Cl)cc1F	2%	-15%	11%	-11%	0%	23	i
O=C(NCCc1csc(-c2cnccn2)n1)C1CC2(CCNCC2)CN1 (stereo not drawn)	?	-6%	-5%	i	-3%	17	-12%
Cc1cnc(-c2ccccc2)n1C1CCNCC1	0%	-16%	2%	-12%	-12%	26	-4%
O=S(=O)(Cc1ccccc1)N1CCCC(OCc2noc(C3CCOCC3)n2)C1 (stereo not drawn)	12%	-38%	nt	-24%	?	4	i
COc1ccccc1CNC(=O)CCCn1c(=O)c2ccccc2n(Cc2ccccc2F)c1=O	3%	nt	nt	nt	0%	4	nt

Reformatted: results already given
canonical_smiles: Cc1cc(C(=O)N2CCCC(CCc3c(F)cccc3F)C2)c(=O)n(C)c1C (stereo not drawn)
  SNCA expr inhib: 3%
  HEK293 tox: ?
  Luciferase inh: 2%
  NIH3T3 tox: ?
  HEK293 viab: -21%
  IP6K1 inh: 18
  GPT2 inhibitor: -23%

canonical_smiles: CCOc1ccc(C2=NC(c3ccncc3)=Nc3ccc(C)cc3N2)cc1OCC
  SNCA expr inhib: -6%
  HEK293 tox: nt
  Luciferase inh: nt
  NIH3T3 tox: nt
  HEK293 viab: -16%
  IP6K1 inh: 16
  GPT2 inhibitor: nt

canonical_smiles: O=C(COc1cccc(-c2nnc3n2CCCC3)c1)Nc1ccc(Cl)cc1F
  SNCA expr inhib: 2%
  HEK293 tox: -15%
  Luciferase inh: 11%
  NIH3T3 tox: -11%
  HEK293 viab: 0%
  IP6K1 inh: 23
  GPT2 inhibitor: i

canonical_smiles: O=C(NCCc1csc(-c2cnccn2)n1)C1CC2(CCNCC2)CN1 (stereo not drawn)
  SNCA expr inhib: ?
  HEK293 tox: -6%
  Luciferase inh: -5%
  NIH3T3 tox: i
  HEK293 viab: -3%
  IP6K1 inh: 17
  GPT2 inhibitor: -12%

Carrying on:
SMILES	SNCA expr inhib	HEK293 tox	Luciferase inh	NIH3T3 tox	HEK293 viab	IP6K1 inh	GPT2 inhibitor
O=C1CCN(C2CCCC2)CCOCCN1	4%	-6%	-12%	-17%	-7%	-8	2%
COCC1CN(C(C)=O)CC12CCN(Cc1cccc(OC)n1)CC2 (stereo not drawn)	1%	1%	-1%	-4%	10%	10	i
O=C(c1ccc(-c2ccccc2CO)nc1)N1CCC(CCc2ccccc2)CC1	-4%	?	12%	?	0%	1	-16%
CN(C)S(=O)(=O)N1CCC2(CCC(=O)N(CC3CC3)CC2)CC1	-26%	-18%	7%	-24%	14%	19	i
CN(C)c1cccc(-c2nc(N3CCOCC3)cc3c2CN(Cc2cnn(C)c2)C3=O)c1	-6%[87.6 µM]	?	-5%[172 µM]	45µM*	-9%[87.6 µM]	10	i
Cc1csc(Nc2ccc3ncn(Cc4ccccn4)c(=O)c3n2)n1	14%[87.6 µM]	?	-6%[172 µM]	?	-10%[87.6 µM]	2	-4%[88.5 µM]
CCn1nnc2cc(C(=O)Nc3ccc(C)c(Cl)c3)ccc21	90%[activator]	nt	nt	nt	-8%	33	nt
O=C(NC1CCCCC1)c1ccc2c(c1)N(Cc1ccc(F)cc1)C(=O)c1ccccc1S2(=O)=O	-13%	nt	nt	nt	3%	4	nt
Cc1ccc(CN2CCC3(CC2)CC(C(=O)N2CCOCC2)N(C)C3)s1 (stereo not drawn)	-1%	-8%	-4%	-3%	-12%	-5	0%
COc1ccc2nc([C@H]3CCN(Cc4ccc(F)c(F)c4)C3)[nH]c2c1	1%[87.6 µM]	?	3%[172 µM]	?	7%[87.6 µM]	-5	4%[88.5 µM]
O=C(NCCC1CCN(Cc2ccccc2)CC1)C1CCN(c2cnn(Cc3ccccc3)c(=O)c2)C1 (stereo not drawn)	1%	?	7%	?	3%	13	i
Cc1ncsc1CN1CCCN(Cc2ccncc2)C(c2ccccc2)CC(=O)NCC1 (stereo not drawn)	-6%	-3%	4%	?	5%	-3	0%
CCCCc1nn(CC(=O)N2CCCC(O)C2)c(=O)n1CCc1ccccc1 (stereo not drawn)	-12%	-1%	3%	-17%	-12%	-6	-25%
COC[C@@H]1CN(C(=O)c2cccc(C#N)c2)C[C@H]1c1ccncc1	-10%	i	3%	i	-28%	-12	i
CCOc1ccc(-n2c(SCc3ccc(C(=O)OC)o3)nc3c([nH]c4ccccc43)c2=O)cc1	7%	nt	nt	nt	-2%	-6	nt
Cc1ccc(S(=O)(=O)N2CCCC(Cn3c(C4CC4)nc4cccnc43)C2)cc1 (stereo not drawn)	0%	?	7%	-20%	-12%	-2	-1%
Cc1ccc(CNC(=O)N2CCCCCNC(=O)CC2c2ccccc2)cc1 (stereo not drawn)	23%	-29%	-12%	-20%	?	10	?
O=C(COc1ccccc1)N1CCC2(CC1)CC(N(C(=O)c1ccccc1)C1CC1)CCO2 (stereo not drawn)	-1%	?	-9%	?	0%	-11	?
O=C(CN1CC2CC(C1)[C@H]1CCCC(=O)N1C2)NC1CCCCCC1 (stereo partly drawn)	6%	-2%	5%	i	4%	13	i
CC(C)CNC(=O)C1CCN(c2ccnc3ccnn23)CC1	4%	?	nt	-31%	11%	-1	-5%
COc1ccc(C(=O)N2CCc3ccc(C(=O)NCc4cccnc4)cc32)cc1	-5%	?	8%	-18%	-25%	-4	-11%
CCC(CC)CN1CC[C@H](c2n[nH]c(C)n2)[C@H](NC(=O)C2CCOCC2)C1	-23%	-15%	9%	-7%	4%[12.5 µM]	19	-8%
O=C(NC1CC1)[C@@H]1C[C@H](Oc2ccccc2)CN1C(=O)Cc1ccccc1	8%	-6%	1%	-9%	-1%	0	i
O=C(CSc1nc2c(c(=O)n1-c1ccccc1)SCC2)Nc1ccc(-c2ccccc2)cn1	nt	nt	nt	nt	-31%	-2	-1%
CCc1ccc2occ(CC(=O)N(Cc3ccccc3)C3CCS(=O)(=O)C3)c2c1 (stereo not drawn)	24%	nt	nt	nt	3%	-2	nt

(continued)
SMILES	SNCA expr inhib	HEK293 tox	Luciferase inh	NIH3T3 tox	HEK293 viab	IP6K1 inh	GPT2 inhibitor
Cc1cccc(NC(=O)C2CCN(c3nc4ccccc4[nH]3)CC2)c1C	20%	nt	nt	nt	-11%	-3	nt
CC1CCC2(CC1)NC(=O)N(CC(=O)N1CCOCC1)C2=O (stereo not drawn)	-13%	4%	-1%	1%	-7%	10	0%
O=C(Cn1c(=O)nc(-c2ccccc2F)c2cc(Cl)ccc21)Nc1ccccc1C(F)(F)F	43%[activator]	nt	nt	nt	11%	-1	nt
CCc1nc2c(c(-c3ccc(Cl)cc3)n1)CN(C(=O)Nc1ccc(Cl)cc1)CC2	?	?	-8%	?	?	-1	i
CC(C)Oc1ccc(CNC(=O)C2CCN(C(=O)c3sccc3-n3cccc3)CC2)cc1	-34%	nt	nt	nt	8%	-2	nt
CCC1CN(C(=O)N2CCC(C(=O)N3CCN(c4ccc(F)cc4)CC3)CC2)c2ccccc2O1 (stereo not drawn)	?	nt	nt	nt	5%	11	nt
O=C1COc2ccc(OCc3cccnc3)nc2CN1CCOc1ccccc1	-18%[87.6 µM]	?	-2%[172 µM]	?	-15%[87.6 µM]	4	i
CCc1nn(C(CC)C(=O)NCc2ccc(OC)c(OC)c2)c(=O)c2cc3oc(C)cc3n12 (stereo not drawn)	?	nt	nt	nt	?	-8	nt
Cc1cccc(CSc2nc(=O)c3c(n2C)NC(=O)CC3c2cccc(O)c2)c1 (stereo not drawn)	-13%	nt	nt	nt	9%	17	nt
COCCNC(=O)Cc1ccc(NC(=O)N2CCCCc3ccccc32)cc1	12%	nt	nt	nt	1%	25	nt
CC(=O)N[C@@H]1CN(S(=O)(=O)N2CCOCC2)C[C@H]1c1ccc(C)o1	-25%	-4%	-1%	i	0%	0	-2%
COc1cc(NC(=O)N2CCSc3ccccc32)cc(OC)c1OC	-17%	nt	nt	nt	7%	-7	nt
Cc1cc(=O)n(CC(=O)Nc2ccc(Cl)cc2)c(N2CCC(C)CC2)n1	-20%	40µM*	-6%	?	-28%	26	i
